ALOX12 inh = ALOX12 (human) lipoxygenase inhibition | purified 12hLO, xylenol orange hydroperoxide absorbance | Potency, µM (highest dose often 108 µM), for the others: at the top dose activity change, negative = inhibition, usual class: inhibitors | hit rate 1.1% among 580,000; active = well fitted inhibition curve with a large enough effect; inconclusive = small, poorly fitted or top-dose-only effect, or another doubt; inactive = no such curve, though single readings can be large or run the other way
Target sequence (P18054 whole entry, looked up): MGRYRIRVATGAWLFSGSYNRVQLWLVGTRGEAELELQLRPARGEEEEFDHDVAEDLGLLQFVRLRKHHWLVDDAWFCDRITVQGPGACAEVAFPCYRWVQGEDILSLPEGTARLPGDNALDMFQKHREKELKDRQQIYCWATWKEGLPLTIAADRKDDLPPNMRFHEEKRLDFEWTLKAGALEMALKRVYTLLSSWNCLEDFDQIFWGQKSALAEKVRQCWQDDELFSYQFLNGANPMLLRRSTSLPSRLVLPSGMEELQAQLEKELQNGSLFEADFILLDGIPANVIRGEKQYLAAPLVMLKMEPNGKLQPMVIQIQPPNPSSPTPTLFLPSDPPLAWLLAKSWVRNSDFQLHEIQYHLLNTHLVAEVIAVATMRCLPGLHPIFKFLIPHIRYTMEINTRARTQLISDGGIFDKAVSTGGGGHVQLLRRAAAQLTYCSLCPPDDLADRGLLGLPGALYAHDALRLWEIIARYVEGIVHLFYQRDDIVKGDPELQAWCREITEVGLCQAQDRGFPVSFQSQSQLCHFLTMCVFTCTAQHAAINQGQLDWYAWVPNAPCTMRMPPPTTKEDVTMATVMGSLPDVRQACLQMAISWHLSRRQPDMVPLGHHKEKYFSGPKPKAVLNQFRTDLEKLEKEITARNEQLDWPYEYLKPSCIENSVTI
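Hydroperoxide product was detected by ferrous iron/xylenol orange as the 573 to 405 nm absorbance ratio. Arachidonic acid at 40 uM (final) was turned over for 30 min at room temperature by 150 nM human 12hLO, pH 7.0 Hepes buffer, after 15 min compound preincubation.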
An asterisk follows results filed as active; ? = inconclusive; [ ] = remark or other dose. % is scaled to controls: 0 for no effect and ±100 for the full control effect; potency is read from the fitted curve at half-maximal effect.

item	mol	ALOX12 inh
1	C#CCN(C)Cc1nc(C2(O)CCN(CCC(C)C)CC2)cs1	26.6%[176 µM]
2	COCCCNC(=O)N1CCCCCNC(=O)[C@@H]2CCCC[C@@H]21	33.5%
3	O=C(Oc1ccc2c(-c3cc4ccccc4oc3=O)cc(=O)oc2c1)C1CC1	21.3%
4	COc1cc(/C=C(/C#N)c2ccccc2)ccc1OCCOc1ccccc1	?
5	COc1ccc2c(ccn2CCC(=O)Nc2ccc3c(c2)C(=O)N2CCC[C@H]2C(=O)N3)c1	-6.1%
6	Cc1ccc(NC(=O)c2cc(F)ccc2Br)nc1	4.7%
7	O=C(Nc1nnc(C2CC2)s1)c1cc(=O)[nH]c2ccccc12	1.7%
8	COc1ccc(CN(C)CC(=O)N2c3ccccc3NC(=O)CC2C)cc1F (stereo not drawn)	?
9	O=C(Cc1c[nH]c2ccccc12)N1CCC(Oc2ccc(-c3noc(C4CC4)n3)cc2)C1 (stereo not drawn)	8.4%
10	COC(=O)C1=C(C)N(C)C(=NCc2ccc3c(c2)OCO3)NC1c1cccc(F)c1 (stereo not drawn)	?
11	Cc1ccc(CNc2ncnc3sc(C(=O)N4CCCCC4c4cccnc4)c(C)c23)o1 (stereo not drawn)	?
12	Cc1noc2c(NC(C)C)cc(-c3ccc(Cl)cc3)nc12	3.7%[176 µM]
13	Cc1c(C(=O)N2CCN(c3ccccc3)CC2)oc2c1C(=O)CCC2	?
14	CCNc1c(NC(=O)Nc2ccc(OC)cc2)c(=O)oc2ccccc12	?
15	CCOc1ccc(C(=O)N2CCCN(c3cc(-c4ccc(OC)cc4)[nH]n3)CC2)cc1OCC	4.4%
16	CC(C)C(C#CC(O)(c1ccccc1)c1ccccc1)N(C)C (stereo not drawn)	?
17	CCCc1noc(-c2cccn3c(CNC(=O)c4ccc(F)cc4Cl)nnc23)n1	52.5%[activator]
18	O=C1CCN(C(=O)CC2CCCCC2)CCCC(c2nc(-c3cccnc3)no2)CCN1 (stereo not drawn)	0.8%
19	COc1cccc(OCc2ccc(C(=O)O)o2)c1	-11.4%
20	COc1cc(C2NC(=O)N(C)C(C)=C2C(=O)OC2CCCC2)cc(Br)c1O (stereo not drawn)	?
21	CCCCNC(=O)c1cccc2c1CCN2S(=O)(=O)c1ccccc1	1.3%
22	Cc1ccc(C(=O)N2CCC3(CC2)NC(=O)N(c2cccc(F)c2)N3)cc1	2.51µM*
23	COc1ccccc1CNC(=O)C[C@@H]1CC[C@H]2[C@@H](COC[C@H](O)CN2Cc2ccccc2)O1	-11.7%
24	Cc1cc(N2CCN(CC(C)(C)O)C[C@@H]2C)ccc1N1CCN(Cc2ccccc2)[C@H](C)C1	?
25	N#CCSc1nnc(-c2c[nH]c3ccccc23)n1C1CC1	-0.1%

Retrieved by structure from above, two records:
item	mol	ALOX12 inh
14	CCNc1c(NC(=O)Nc2ccc(OC)cc2)c(=O)oc2ccccc12	?
21	CCCCNC(=O)c1cccc2c1CCN2S(=O)(=O)c1ccccc1	1.3%

The list continues:
item	mol	ALOX12 inh
26	COC(=O)CCNC(=O)c1ccccc1-c1ncc(-c2ccc(C)cc2)o1	1.5%
27	CC(=O)c1ccc(NC(=O)c2ccc3ccn(C)c3c2)cc1	36.7%[activator]
28	O=S(=O)(c1ccccc1F)N1CCN(Cc2coc(-c3cccs3)n2)CC1	-16.6%
29	O=C(NCCc1ccccc1)c1cc(-c2ccncc2)nc2ccccc12	-8.1%
30	C/C=C/C=C/CCCCCCCO	?
31	Cc1cccc(OCC(=O)NCc2nnc3c(-c4nc(C(C)C)no4)cccn23)c1	20.8%
32	CC1=C(C(=O)OC(C)(C)C)C(c2cccc3ccccc23)NC(=S)N1 (stereo not drawn)	50.6%[activator]
33	O=C1NCCCCCCN(C(=O)c2ccc3ccccc3n2)[C@H]2CCC[C@@H]12	-3.7%
34	CCN(CC)S(=O)(=O)c1cccc(C(=O)N[C@@H](C)c2nc3ccccc3[nH]2)c1	44.6%[activator]
35	Cc1ccc(CNC(=O)CCc2ccccc2)cn1	-0.6%
36	CCOC(=O)C(C)Oc1ccc2c(=O)c(-c3ccc(OC)c(OC)c3)c(C(F)(F)F)oc2c1 (stereo not drawn)	2.5%
37	Cc1cnn(Cc2c(C(=O)N3C[C@@H](C(N)=O)[C@H](c4nc(C)no4)C3)noc2C)c1	-5.7%
38	CC(c1cccs1)N(C)C(=O)Cc1c[nH]c2ccccc12 (stereo not drawn)	51.6%[activator]
39	O=C1COCC2(CN1Cc1cccc(OC(F)(F)F)c1)CN(C(=O)C1CCOCC1)C2	?
40	COCCOc1cc(=O)n2c(c1C(=O)NCc1ccc(C)cc1)CCOCC2	23.3%
41	S=C(NCc1ccc(Cl)c(Cl)c1)Nc1ccccc1Cl	?
42	COc1ccc(C(=O)N2CCC(N3CCCCCC3=O)CC2)cc1	13.0%[176 µM]
43	CC1(C(=O)NCc2ccccc2)CCC(=O)N1Cc1ccccc1Cl (stereo not drawn)	16.3%
44	CC(NC(=O)CCc1ccco1)C1CCCO1 (stereo not drawn)	-28.6%
45	O=C(NC1CCCc2ccccc21)C1CC=CCC1 (stereo not drawn)	-17.2%
46	Cc1cccc(OCc2nc(C#N)c(NCc3cccnc3)o2)c1	36.0%[activator]
47	COc1cccc(NC(=O)C(C)Sc2ncnc3nc[nH]c23)c1 (stereo not drawn)	-3.3%
48	CCOC(=O)N1CCN(C(=O)c2cc(-c3ccccn3)nc3ccccc23)CC1	15.8%
49	CC(=O)N1CCc2sc(C(=O)NCc3ccc(F)cc3Cl)cc2C1	3.8%
50	O=C(CCn1ccn2nc3c(c2c1=O)CCCC3)N1CCN(c2ccc(Cl)cc2)CC1	6.7%
51	O=C1/C(=C/c2ccc3ccccc3c2)Cc2ccccc21	-41.4%
52	CC(C)NC(=O)N1CCC2(CC1)CC(N(Cc1ccc(F)cc1)C1CC1)CCO2 (stereo not drawn)	15.6%
53	c1ccc(N2CCCC2)c(-c2nc(C3CCOC3)no2)c1 (stereo not drawn)	38.5%[activator]
54	CC(C)(CO)NC(=O)c1cc(C(C)(C)C)cc(C(C)(C)C)c1	5.0%
55	COc1ccc(C)cc1NS(=O)(=O)c1ccc(-c2cnc(C)o2)cc1	1.0%
56	CCOCC(=O)N[C@@H]1CN(c2ncccn2)C[C@H]1CO	10.8%
57	O=C(c1ccc(C(F)(F)F)cc1)N1CCC2(CC1)CCN(Cc1cccs1)c1ccccc1O2	?
58	COCCO[C@H]1C(=O)N(C2CCN(C(=O)CCn3cccn3)CC2)[C@H]1c1ccncc1	28.6%
59	CN(C)CCN(Cc1ccccc1F)C(=O)c1ccc(S(C)(=O)=O)cc1	21.0%
60	COCCc1nncn1C1CCN(S(=O)(=O)c2ccccc2Cl)CC1	9.4%
61	COc1cccc(OC)c1C(=O)Nc1ccc2oc(-c3ccc(F)cc3)cc(=O)c2c1	7.4%
62	CC(C)(CNC(=O)C1CCCC(C(F)(F)F)C1)C(N)=O (stereo not drawn)	-23.2%
63	CC(C)(C)c1ccc(C(=O)Nc2ccc(CCC(=O)O)cc2)cc1	?
64	COc1ccccc1CC(=O)N1CCCc2ncc(C(=O)Nc3ccc(OC)c(OC)c3)cc21	4.3%
65	Cc1ccc(C(C)NC(=O)c2cc(COc3ccccc3)[nH]n2)c(C)c1 (stereo not drawn)	58.3%[activator]
66	Cc1ccc(C)c(-c2nc3ccc(C)cc3c(C(=O)O)c2C)c1	-13.5%
67	O=c1c(-c2cc3ccccc3o2)coc2ccccc12	8.4%
68	CCn1cnnc1-c1nn(C)c2c1CN(C(=O)c1n[nH]c(=O)c3ccccc13)CC2	14.3%
69	CC(C)(Oc1nn(Cc2cccc(Cl)c2)c2ccccc12)C(=O)N1CCOCC1	?
70	CCn1c2ccccc2c2cc(NC(=O)c3ccc[n+]([O-])c3)ccc21	0.2%
71	NC(=O)c1cccc(CN2CCCC23Cc2ccccc2NC3=O)c1 (stereo not drawn)	?
72	CCOC(=O)c1ccc(NC(=O)Cn2c(C)cc3nc4n(c(=O)c32)CCCC4)cc1	19.8%
73	Cc1noc2c(NC3CCCCC3)cc(-c3ccsc3)nc12	18.8%[176 µM]
74	CCOc1ccc(NC(=O)c2ccccc2)cc1	-8.4%
75	Cc1cccc(NC(=O)CC2=C3CCCCC3N(C)C2=O)c1 (stereo not drawn)	26.6%

In another format: entries from further up
61	COc1cccc(OC)c1C(=O)Nc1ccc2oc(-c3ccc(F)cc3)cc(=O)c2c1
  ALOX12 inh: 7.4%

62	CC(C)(CNC(=O)C1CCCC(C(F)(F)F)C1)C(N)=O (stereo not drawn)
  ALOX12 inh: -23.2%

63	CC(C)(C)c1ccc(C(=O)Nc2ccc(CCC(=O)O)cc2)cc1
  ALOX12 inh: ?

64	COc1ccccc1CC(=O)N1CCCc2ncc(C(=O)Nc3ccc(OC)c(OC)c3)cc21
  ALOX12 inh: 4.3%

Next structures follow:
item	mol	ALOX12 inh
76	Cc1cc(Cl)ccc1NC(=O)NCC1CCOCC1	24.4%
77	O=S(=O)(NC1CCSc2c(F)cccc21)c1ccccc1 (stereo not drawn)	0.0%
78	Cc1ccccc1-c1nc(-c2c(C)noc2C)cc2cc(CN(C)C)oc12	-3.2%[176 µM]
79	CCCN1C(=O)c2[nH]nc(-c3c(C)cc(C)cc3O)c2C1c1ccc(OC)cc1 (stereo not drawn)	?
80	CC(C)c1nc2c(c(-c3ccc(O)cc3)n1)CN(C(=O)c1ccccc1Cl)CC2	0.8%
81	CCN(CC)CCN(C)C(=O)c1ccc(-c2ccccc2)nc1N(C)C	-2.9%
82	CCNC(=O)C1CCN(CC(C)C)CC1	2.6%
83	COc1ccc(C(=O)C(C)OC(=O)c2cc(OC)cc(OC)c2)cc1 (stereo not drawn)	?
84	Cn1nccc1CN1CC(Oc2ccc(F)cc2F)C1	-0.1%[12.5 µM]
85	CC(C)N1C[C@H](O)C[C@H]1c1nnc2n1CCN(C(=O)CC1CCCCC1)C2	57.3%[activator]
86	CC(C)Cn1c(SCC(=O)NC(c2ccc(F)cc2)C(C)C)nc2ncccc2c1=O (stereo not drawn)	-37.3%
87	CN1C(=O)Cc2cc(-c3csc(-c4cccc(F)c4)n3)ccc21	?
88	Cc1ccc(CS(=O)Cc2cccc(F)c2)cc1 (stereo not drawn)	8.3%
89	COc1ccccc1OCc1cc(C(=O)N2CCC(C(C)(C)O)CC2)n[nH]1	10.0%
90	CN1CCN(c2ccc3cc(S(=O)(=O)N4CCCC4)ccc3n2)CC1	?
91	C/C(=C/C(=O)C(F)(F)F)N1CCN(C/C=C/c2ccccc2)CC1	?
92	CN(CC1CCOC1)S(=O)(=O)c1cc(F)cc(F)c1 (stereo not drawn)	5.0%
93	Cc1nc2c(c(-c3ccc(Cl)cc3)n1)CCN(C(=O)Nc1ccccc1)CC2	1.7%
94	CC(NC(=O)CN1CSCC1=O)c1ccc(F)cc1 (stereo not drawn)	35.2%
95	COC(=O)[C@@H]1Cc2ncn(C)c2CN1C(=O)c1ccc(F)cc1	?
96	COc1cc(/C=C2\Oc3cc(OC(=O)C(C)(C)C)ccc3C2=O)cc(OC)c1OC	?
97	Cc1noc(C)c1COc1ccc(CC(=O)Nc2ncccc2O)cc1	?
98	COc1ccc(OC)c(NC(=O)c2ccc3c(=O)n4c(nc3c2)CCCCCC4)c1	12.2%
99	O=C1c2cnc(-c3cccc(CO)c3)nc2OCCN1c1cccc(C(F)(F)F)c1	-4.7%[176 µM]
100	CC1=C[C@@H](CN2CCC(C(N)=O)CC2)[C@H](C(C)C)C[C@H]1Cc1nnc(C(C)(C)C)o1	22.7%[176 µM]

Among those listed so far, these have two or more sulfur atoms:
item	mol	ALOX12 inh
28	O=S(=O)(c1ccccc1F)N1CCN(Cc2coc(-c3cccs3)n2)CC1	-16.6%
77	O=S(=O)(NC1CCSc2c(F)cccc21)c1ccccc1 (stereo not drawn)	0.0%

Later entries.
item	mol	ALOX12 inh
101	COc1ccc(OC)c(NC(=O)CC2CCOCC2)c1	25.3%
102	N#Cc1ccccc1Oc1ccc(OCc2ccccc2)cc1	-23.3%
103	CCn1nccc1C(=O)N1CCCCCC1c1nc(C2CC2)no1 (stereo not drawn)	0.0%
104	CN(C)c1cccc(C(=O)Nc2ccc3c(N4CCOCC4)ncnc3c2)c1	-3.9%
105	COc1ccc(C)cc1NC(=O)CN1C(=O)NC2(CCS(=O)(=O)CC2)C1=O	6.1%
106	CC1=NS(=O)(=O)N(C)C=C1C(=O)OCc1noc(-c2ccccc2C)n1	11.3%
107	CC(C)N1C(=O)Cc2ccccc2C1C(=O)NCc1ccccc1Br (stereo not drawn)	3.1%
108	COc1ccc(-c2noc(CNC(=O)COc3cc(C)cc(C)c3C)n2)cc1	-11.8%
109	COC1C(=O)N(c2cccc(F)c2)C12CCN(S(=O)(=O)Cc1ccccc1)CC2 (stereo not drawn)	6.9%
110	O=C1Nc2ccccc2CC12CN(Cc1c[nH]c3ccccc13)C2	?
111	N#Cc1cccc(CN2C[C@H](O)C[C@H]2c2nc(Cc3ccccc3)no2)c1	-9.7%[176 µM]
112	Cc1ccc(S(=O)(=O)N(Cc2cc3ccc(C)cc3[nH]c2=O)CC2CCCO2)cc1 (stereo not drawn)	-9.1%
113	COc1ccc(C(=O)N2CCC(C3CCN(S(C)(=O)=O)CC3)C2)cc1OC (stereo not drawn)	35.5%[activator]
114	COc1ccc(C(=O)/C=C/c2cccs2)c(OC)c1	-3.7%
115	Cc1c(C(=O)N(C)Cc2nccs2)sc2ncnc(NCC3CCCO3)c12 (stereo not drawn)	11.9%
116	C/C=C/Cn1c(SCC(N)=O)nc2c1c(=O)[nH]c(=O)n2C	?
117	CCC1CN(Cc2cn[nH]c2-c2ccccc2)Cc2cc(OC)ccc2O1 (stereo not drawn)	13.9%

Only part of the results is shown; count on the stated rates, not on these rows.
